IL-1B inflam inh = qHTS for Inhibitors of Inflammasome Signaling: IL-1-beta AlphaLISA Primary Screen | THP-1 LPS/ATP IL-1B secretion, AlphaLISA, 16 h; active compounds read low | activity change, % at 57.5 µM | 4.7% of 360,000 active; in the data active means activity change below about -50%; inconclusive means mostly about -30% to -49%; further: on the % scale 0 is the no-effect control and ±100 the full control effect
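THP-1 cells pretreated 1 hr with compounds (up to 57.5 uM final), then stimulated with LPS (250 ng/mL final) plus ATP (1.25 mM final); secreted IL-1B measured by AlphaLISA after 16 hr, decreased signal indicating inhibition.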
S2 tox = Viability Counterscreen for Primary qHTS for Inhibitors of ATXN expression; S2 cells (HEK-293 line with an ATXN2-luciferase reporter) viability, CellTiter-Fluor protease fluorescence, 24 h; Potency, µM (highest dose often 56.7 µM), actives largely listed as cytotoxic; 0.49% of 400,000 active; AID 651635, 2014; further: potency means the concentration at half of the fitted maximal effect; nearly all actives have a fitted effect of over 40% in size
MCF10A rereplic = A quantitative high throughput screen for small molecules that induce DNA re-replication in MCF 10a normal breast cells | MCF 10A DNA re-replication, Hoechst nuclear intensity, 48 h | Potency, µM (doses to about 46.1 µM), for inactives: top-dose activity, positive = re-replication, usual class: activators | 2.9% of 350,000 active | AID 624296, 2012; further: potency means the concentration at half of the fitted maximal effect; % of control where 0% means no effect; nearly all actives have a fitted effect of over 50% in size
Nrf2 activator = qHTS of Nrf2 Activators | AREc32 ARE-luciferase reporter (MCF7-derived line), luminescence, 24 h | Potency, µM (series often up to 46.1 µM), for the others: at the highest dose activation, most hits filed as activators | 0.31% of 410,000 active | AID 624171, 2012; further: potency means the concentration at half of the fitted maximal effect; % of control where 0% means no effect; nearly all actives have a fitted effect of over 65% in size
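Luciferase luminescence (Steady-Glo, 30 min at room temperature) served as the read-out of ARE activation in AREc32 cells treated with compounds for 24 hr at 37 deg C.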
TGFb SMAD3 inh = qHTS for Inhibitors of TGF-b; 1.2% of 410,000 active; AID 588855, 2011; HepG2 CAGA-GFP TGF-b/SMAD3 reporter, GFP fluorescence, 18 h; TGF-beta stimulated, 500 pg/mL final; Potency, µM (highest dose often 46.1 µM), for the others: at the highest dose activity, negative = inhibition, usual class: inhibitors; further: potency means the concentration at half of the fitted maximal effect; on the % scale 0 is the no-effect control and ±100 the full control effect; nearly all actives have a fitted effect of over 65% in size
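Read-out: total well GFP (ex488/em500-530) summed from mean per-cell fluorescence. Cells: HEPG2 CAGA-GFP, 1% FBS DMEM, 18 h at 37 degrees C with 500 pg/mL final TGF-beta. Unstimulated wells served as the full-inhibition control; stimulated DMSO wells = 0%.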
ATXN2 expr inh = Primary qHTS for Inhibitors of ATXN expression; HEK-293 ATXN2-luciferase reporter, luminescence, 24 h; Potency, µM (top dose mostly 57 µM), inactives show top-dose activity change, negative = inhibition, hits mostly inhibitors; 0.72% of 360,000 active; AID 1745845, 2022; further: potency means the concentration at half of the fitted maximal effect; on the % scale 0 is the no-effect control and ±100 the full control effect; nearly all actives have a fitted effect of over 55% in size
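qHTS (up to 57 uM final) was run with 24 h compound exposure of reporter cells at 37 °C. Each well was multiplexed: SteadyGlo luminescence measured ATXN2-luciferase expression after a fluorogenic Gly-Phe-AFC viability readout (25 uM final).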
HepG2 viability = qHTS for Inhibitors of TGF-b: Cytotox Counterscreen; 0.76% of 410,000 active; HepG2 CAGA-GFP viability, ATP luminescence, 18 h; Potency, µM (series often up to 46.1 µM), for the others: at the top dose activity change, negative = cytotoxicity, usual class: cytotoxic; AID 588856, 2011; further: potency means the concentration at half of the fitted maximal effect; some results filed as inactive show a strong effect at the top dose
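CellTiter-Glo luminescence gave cytotoxicity after 18 hours at 37 degrees C. The cells were HepG2 CAGA-GFP in 1% FBS DMEM, stimulated with 500 pg/mL TGF-beta after compound addition. %Activity was normalised to no-cell wells (complete cell-killing) and DMSO (no toxicity), and curves were fitted and classified.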
A549 viability = Nrf2 qHTS screen for inhibitors: counterscreen for cytotoxicity. A549 ARE-Fluc cells, CellTiter-Fluor viability, 18-24 h. Potency, µM (series often up to 46 µM), without a hit: at the top dose activity change, negative = cytotoxicity, most hits filed as inhibitors. 0.16% of 390,000 active. AID 504648, 2011; further: potency means the concentration at half of the fitted maximal effect; on the % scale 0 is the no-effect control and ±100 the full control effect
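A549 ARE-Fluc cells in 5% FBS OPTI-MEM, 5000 cells/well, rested 2 h then exposed to compounds in concentration-response for 18-24 h at 37 °C. Viability by CellTiter-Fluor fluorescence (Ex 405/Em 525) after 30 min; luciferase luminescence (BugLite, 15 min, RT) read afterwards.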
Nrf2 block = Nrf2 qHTS screen for inhibitors; Potency, µM (titrated, usually from 46 µM), inactives show at the highest dose activity change, negative = inhibition, most hits filed as inhibitors; A549 ARE-Fluc reporter, luciferase luminescence, 18-24 h; AID 504444, 2011; 2.1% of 360,000 active; further: potency means the concentration at half of the fitted maximal effect; on the % scale 0 is the no-effect control and ±100 the full control effect; nearly all actives have a fitted effect of over 60% in size
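A549 ARE_Fluc cells (5000/well, 5% FBS OPTI-MEM) pre-incubated 2 h, then treated with compounds 18-24 h at 37C/5% CO2 in concentration-response. CellTiter-Fluor viability read first; BugLite luciferase luminescence after 15 min at room temperature gives Nrf2 activity.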
Starred values were filed as active, the others as inactive; i = inactive; ? = inconclusive; nt = no result given; [ ] = remark or other dose. Unless noted, the call rests on the fitted dose curve; in most records, active means well fitted curve in the direction sought with a large enough effect; inconclusive means small, poorly fitted or top-dose-only effect, or another doubt; inactive means no such curve, though single readings can be large; an effect the other way counts as inactive or inconclusive.

compound	IL-1B inflam inh	S2 tox	MCF10A rereplic	Nrf2 activator	TGFb SMAD3 inh	ATXN2 expr inh	HepG2 viability	A549 viability	Nrf2 block
Cc1nc2c(nnn2Cc2ccccc2Cl)c(=O)[nH]1	11	i	-8%	-0.5%	11%	nt	9%	1%	?
Cc1ccc(NC(=O)Cn2c(=O)n(Cc3ccccc3)c(=O)c3c2c2cc(C)ccc2n3C)cc1	nt	nt	nt	-0.8%	42%[activator]	nt	16%	0%	nt
CCOc1ccc(C2NC(=O)NC(C)=C2C(=O)OCc2ccccc2)cc1 (stereo not given)	?	i	21µM*	-0.1%	17%	-20%	-3%	-10%	?
CCN(C(=O)CCN1C(=O)c2ccccc2C1=O)C1CCCCC1	0	i	2%	0.1%	6%	0%	3%	-1%	7%
O=C(CSc1nc2ccccc2s1)c1cc2ccccc2o1	44	i	-2%	8.7%	34%[activator]	2%	-24%	-8%	nt
COC(=O)c1ccc(N2CCCCC2)c(NS(=O)(=O)c2ccc(C)cc2)c1	-2	i	-4%	5.0%	0%	4%	-5%	-1%	?
O=C(N/N=C/c1c[nH]c2ccccc12)c1ccccc1O	-7	i	1%	-2.3%	0%	93%[activator]	-4%	3%	?
Cc1cccc(-c2n[nH]c(S(C)(=O)=O)c2C#N)c1	15	i	0%	-0.1%	-16%	nt	0%	-12%	-17%
CC(=O)c1sc(NC(=O)c2cc(S(=O)(=O)N3CCOCC3)ccc2F)nc1C	14	i	4%	-0.8%	18%	nt	2%	-19%	4%
C=CCN(C(=O)C1CC(=O)N(C2CCCC2)C1)c1nc(-c2ccc(S(C)(=O)=O)cc2)cs1 (stereo not given)	0	i	18%	3.5%	0%	-19%	-27%	-19%	?
CNC(=O)c1ccsc1NC(=O)c1ccccc1	?	i	-2%	8.1%	-1%	20%	-10%	1%	-3%
COc1cc(NC(=O)c2ccc(COCC(F)(F)F)cc2)cc(OC)c1OC	-7	i	24%	2.1%	6%	-1%	-11%	8%	-4%
CC(C)c1ccc(OCC(=O)NNC(=S)NC(=O)C2CC2)cc1	61	i	?	1.9%	-17%	-38%	-25%	-12%	?
CC(C)(C)NC(=O)COC(=O)Cc1ccc(Cl)cc1	0	i	5%	-0.3%	-16%	-7%	-3%	-7%	-1%
O=C(Nc1ccccc1)c1cccc(S(=O)(=O)Oc2ccc([N+](=O)[O-])cc2)c1	0	i	14%	0.4%	0%	-11%	1%	0%	13%
CCCc1n(CC)c2ccccc2[n+]1CC(O)COC1CCCCC1 (stereo not given)	5	?	-2%	0.3%	11%	-31%[11.3 µM]	-1%	-2%	-20%
Cc1ccc(C)c(NC(=O)c2c(Cl)nc3ccccn23)c1	4	i	10%	-0.1%	16%	-4%	0%	9%	?
COc1ccccc1NC(=O)c1sc2nc(Cc3ccccc3)cc(C(F)(F)F)c2c1N	-18	nt	?	-0.1%	6%	-12%	2%	?	?
CCc1ccc(C(=O)c2cn(CC(=O)NCc3ccc(C)cc3)c3nc(C)ccc3c2=O)cc1	nt	i	nt	0.2%	4%	-12%	-11%	20%	27%
C=CC1=C(C(=O)O)N2C(=O)C(NC(=O)Cc3ccccc3)C2SC1 (stereo not given)	2	i	-7%	-0.3%	-5%	-3%	5%	-1%	0%
COc1ccc(C2NC(=O)N(C)C3=C2C(=O)N(c2ccc(C(=O)O)cc2)C3)cc1 (stereo not given)	nt	i	nt	-0.9%	-4%	6%	-9%	-3%	-8%
O=C(CN1CCCCC1)NCCNC(=O)CN1CCCCC1	0	?	-1%	-0.5%	1%	2%	0%	0%	20%
Cc1ccc(C)c(NC(=S)NNC(=S)Nc2ccc(C(C)C)cc2)c1	-53*	i	?	5.6%	?	16%	-13%	?	?
Cc1cc(C(=O)NCCc2ccc(Cl)cc2)c2c(C)nn(-c3cccc(F)c3)c2n1	nt	i	nt	4.2%	15%	15%	-1%	1%	?
COc1ccc(C2=CC(=O)CC(c3ccc(F)cc3)C2)cc1 (stereo not given)	-13	i	?	2.8%	28%	10%	-1%	0%	0%

Two successive compounds from above:
compound	IL-1B inflam inh	S2 tox	MCF10A rereplic	Nrf2 activator	TGFb SMAD3 inh	ATXN2 expr inh	HepG2 viability	A549 viability	Nrf2 block
Cc1cc(C(=O)NCCc2ccc(Cl)cc2)c2c(C)nn(-c3cccc(F)c3)c2n1	nt	i	nt	4.2%	15%	15%	-1%	1%	?
COc1ccc(C2=CC(=O)CC(c3ccc(F)cc3)C2)cc1 (stereo not given)	-13	i	?	2.8%	28%	10%	-1%	0%	0%

(continued)
compound	IL-1B inflam inh	S2 tox	MCF10A rereplic	Nrf2 activator	TGFb SMAD3 inh	ATXN2 expr inh	HepG2 viability	A549 viability	Nrf2 block
Cc1ccc(CC(CC(=O)O)C(=O)Nc2ccc(Cl)cc2)cc1 (stereo not given)	7	i	-5%	-1.5%	-4%	nt	1%	-2%	-6%
COc1ccc(C)cc1-n1nnnc1SCC(=O)N1CCC(C(=O)Nc2nccs2)CC1	6	i	1%	2.7%	-13%	-7%	14%	-8%	14%
CCOC(=O)N1CCC(NC(=O)c2cc(S(=O)(=O)N3CCCC3)cn2C)CC1	-6	i	4%	0.1%	5%	-3%	-35%	19%	2%
O=C(c1ccccc1-c1nc(-c2ccccc2)no1)N1CCOCC1	20	i	7%	8.8%	4%	15%	0%	-9%	15%
Cc1cccc(-n2c3c(cc(-c4nc(-c5ccc(Cl)cc5)cs4)c2=O)C(=O)CC(C)(C)C3)c1	nt	i	nt	-0.8%	-28%	-1%	1%	4%	-3%
CCOC(=O)Nc1cc(OC)c(OC)cc1Cc1nccc2cc(OC)c(OC)cc12	-4	i	-5%	0.4%	-1%	4%	-5%	0%	-3%
COc1ccc(C(=O)CN2C(=O)NC3(CCc4ccccc43)C2=O)cc1 (stereo not given)	5	i	0%	-0.8%	14%	2%	4%	0%	3%
Cc1nc(N2CCOCC2)c2c(C)c(C(=O)Nc3ccc(F)cc3F)sc2n1	-68*	i	12%	2.5%	7%	-10%	-10%	-5%	?
CC(=O)c1ccc(S(=O)(=O)Nc2cccc(-c3ccc(N4CCCC4)nn3)c2)cc1	nt	i	nt	8.6%	-16%	10%	-25%	-5%	nt
CC(C)(C(=O)c1ccccc1)/[N+]([O-])=C/c1ccccc1	26	i	1%	-0.3%	12%	7%	5%	-2%	7%
CN1CCN(CCCNC(=O)c2ccc(Cn3c(=S)[nH]c4ccc(Br)cc4c3=O)cc2)CC1	-4	?	0%	-0.1%	-12%	0%	-22%	-2%	-9%
COC(=O)c1ccc(C(c2c(N)n(Cc3ccccc3)c(=O)n(C)c2=O)N2CCOCC2)cc1 (stereo not given)	12	i	12%	0.8%	-6%	-1%	-4%	-18%	9%
CCOc1ccc(C(C)=O)cc1CN1C(=O)NC(C)(C2CC2)C1=O (stereo not given)	23	i	12%	0.1%	5%	-9%	2%	0%	7%
CCC(O)(CCN1CCCCC1)c1ccccc1 (stereo not given)	2	i	-2%	0.6%	0%	0%	-12%	-3%	5%
CCC(Sc1ccc(Cl)cc1)C(=O)Nc1nnc(-c2cccc([N+](=O)[O-])c2)s1 (stereo not given)	30	i	8%	13µM*	3%	-21%	-2%	14%	?
N#Cc1ccc2[nH]cc(C3c4cc(F)ccc4C=C(c4ccsc4)N3c3ccc(C#CCCO)cc3)c2c1 (stereo not given)	?	?	nt	4.7%	nt	-34%	nt	nt	nt
CCCn1c(N)c(N(CCOC)C(=O)c2cc(-c3ccco3)nc3ccccc23)c(=O)[nH]c1=O	15	i	-5%	2.4%	0%	11%	12%	-1%	20%
Oc1cccc(/C=N/Nc2ccc(Cl)nn2)c1	3	i	1%	6.9%	12%	38%	12%	1%	-12%
COc1ccc(C(OC(=O)c2ccco2)C(=O)NCc2ccco2)cc1 (stereo not given)	16	i	14%	0.1%	-12%	5%	5%	3%	4%
Cc1ccc(NC(=O)CN(CCc2ccccc2)S(C)(=O)=O)cc1	-10	i	?	0.0%	13%	-22%	-2%	6%	0%
COc1ccc(CNCC(C)NCc2ccc(OC)c(OC)c2)cc1OC (stereo not given)	16	i	-1%	-1.2%	0%	-11%	-9%	5%	13%
CCN(CC)c1ccc(C(=O)n2cnc3ccccc32)cc1	?	i	?	9.0%	1%	4%	-16%	-10%	19%
Cc1cc(Nc2ccccc2)cc(=O)n1C	2	i	-1%	0.9%	7%	nt	14%	1%	-6%
Cc1cccc(-c2noc(CNC(=O)Nc3ccc(F)cc3)n2)c1	-18	i	4%	-0.7%	-26%	-5%	-23%	-4%	?
COC(=O)c1ccc(-c2nc(-c3ccc(OC)c(OC)c3)no2)cc1	nt	i	nt	0.2%	17%	10%	5%	-1%	?
CCOc1cc2[nH]c(=O)n(Cc3ccc(C(=O)N4CCN(c5cccc(Cl)c5)CC4)cc3)c(=O)c2cc1OCC	nt	i	nt	-0.4%	-7%	1%	-12%	-5%	nt

Compound activity (PubChem BioAssay)
